M1 PAM parental = nonselective activator or artifact in parental CHO-K1 calcium assay; ATP EC20, Fluo-8 calcium fluorescence; 0% at ATP EC20, 100% at ATP max; activation, % at 3 µM; 360,000 tested, 0.02% active;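 active = activation above the run cutoff, the mean activation of all test compounds plus 3 SD, cut at about 40% in these data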;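 note: peak over basal fluorescence ratio in a 140 s read after ATP addition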
CHRM4 agonist = CHRM4 agonism in calcium assay; activation, % at 3 µM; P08173; CHO-K1 hM4/Gqi5, Fluo-8 calcium fluorescence; vehicle 0%, full acetylcholine response 100%; AID 624127; 360,000 tested, 0.14% active;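 active = activation above the run mean over all test wells plus 3 SD, cut at about 32% in these data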;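 note: peak over basal fluorescence ratio per well then scaled between controls; 0% = DMSO wells and 100% = acetylcholine at EC100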
Target sequence (P08173 whole entry, looked up): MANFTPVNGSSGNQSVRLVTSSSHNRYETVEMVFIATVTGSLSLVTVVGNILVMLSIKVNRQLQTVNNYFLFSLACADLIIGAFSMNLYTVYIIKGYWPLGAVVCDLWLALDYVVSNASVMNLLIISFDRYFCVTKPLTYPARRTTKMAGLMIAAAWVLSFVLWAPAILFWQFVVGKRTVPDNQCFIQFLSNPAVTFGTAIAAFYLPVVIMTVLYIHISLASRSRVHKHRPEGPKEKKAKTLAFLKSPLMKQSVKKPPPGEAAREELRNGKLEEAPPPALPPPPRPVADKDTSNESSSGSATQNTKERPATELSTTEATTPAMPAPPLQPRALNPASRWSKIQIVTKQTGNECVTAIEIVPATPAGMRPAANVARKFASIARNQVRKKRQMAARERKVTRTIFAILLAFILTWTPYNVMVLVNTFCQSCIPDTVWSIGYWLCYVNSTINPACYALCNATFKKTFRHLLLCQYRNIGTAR
CHO-K1 Ca ag = counter-screen for M1 agonists: effect in parental CHO-K1 cells. Fluo-8 calcium fluorescence; scaled to maximal ATP response, vehicle zero. activation, % at 3 µM. 360,000 tested, 0.48% active; in the data active = activation above about 15%;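 note: untransfected CHO-K1 host cells lacking M1 receptor as counterscreen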
CHO-K1 Ca antag = nonselective inhibitor or artifact in parental CHO-K1 cells; AID 602250; inhibition, % at 3 µM; ATP-induced calcium, Fluo-8 fluorescence; 360,000 tested, 0.6% active;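 active = inhibition above a per-plate cutoff, the plate's mean sample inhibition plus 3 SD, cut at about 24% in these data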;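 note: 0% = DMSO plus EC80 ATP and 100% = DMSO alone without ATP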
M5 antag = antagonists of human muscarinic M5 receptor (CHRM5) | CHO-hM5 cells, Fluo-8 calcium fluorescence, ACh EC80 | P08912 | 360,000 tested, 0.59% active | AID 624040 | inhibition, % at 3 µM;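 active = inhibition above a per-plate cutoff, the mean of that plate's test compounds plus 3 SD, cut at about 27% in these data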;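 note: 0% = acetylcholine EC80 with DMSO and 100% = DMSO without agonist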
Target sequence (P08912 whole entry, looked up): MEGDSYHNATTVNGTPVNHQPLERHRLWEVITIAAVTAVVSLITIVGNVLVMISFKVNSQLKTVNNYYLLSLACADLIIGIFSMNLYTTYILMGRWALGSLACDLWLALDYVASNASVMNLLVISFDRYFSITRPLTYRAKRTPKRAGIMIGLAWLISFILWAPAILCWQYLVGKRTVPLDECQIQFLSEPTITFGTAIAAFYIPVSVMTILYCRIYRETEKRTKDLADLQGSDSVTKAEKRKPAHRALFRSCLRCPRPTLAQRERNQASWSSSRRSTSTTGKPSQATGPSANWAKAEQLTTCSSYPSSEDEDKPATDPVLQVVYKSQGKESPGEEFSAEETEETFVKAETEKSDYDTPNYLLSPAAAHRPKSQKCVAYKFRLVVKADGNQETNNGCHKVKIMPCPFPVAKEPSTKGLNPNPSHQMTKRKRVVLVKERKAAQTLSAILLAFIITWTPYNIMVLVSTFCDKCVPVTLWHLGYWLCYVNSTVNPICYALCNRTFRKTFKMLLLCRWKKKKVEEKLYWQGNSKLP
M4 PAM = CHRM4 positive allosteric modulation; P08173; CHO-K1 hM4/Gqi5, Fluo-8 calcium fluorescence, ACh EC20; 0% = ACh EC20, 100% = maximal ACh; activation, % at 3 µM; 360,000 tested, 0.4% active;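 active = activation above its plate's cutoff, the mean activation of sample wells plus 3 SD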; note: some results filed as inactive read as strong as hits
CHRM5 agonist = CHRM5 agonism in calcium assay | AID 624037 | P08912 | activation, % at 3 µM | CHO-K1 hM5 cells, Fluo-8 calcium fluorescence; 0% DMSO wells, 100% maximal acetylcholine response | 360,000 tested, 0.19% active;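 active = activation above the run's mean over test compounds plus 3 SD, cut at about 23% in these data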;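 note: signal is peak over basal fluorescence ratio across the kinetic read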
M5 PAM = CHRM5 positive allosteric modulation; P08912; CHO-K1 hM5, Fluo-8 calcium, ACh EC20 PAM; 0% = ACh EC20, 100% = ACh EC100; activation, % at 3 µM; 360,000 tested, 0.3% active;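 active = activation above the run cutoff, the mean activation of all test compounds plus 3 SD, cut at about 18% in these data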
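Probe or stimulus: acetylcholine, EC20 level; Assay system: human M5 receptor in CHO-K1 cells; Schedule: compound preincubation 140 s before EC20 acetylcholine addition; Technique: intracellular calcium via Fluo-8 fluorescence; Dosing: single-point, 3 µM nominal; Read-out basis: percent activation from peak-over-basal fluorescence ratio, scaled EC20-to-EC100 acetylcholine; Repeats: one well per compound, no replicates.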
M4 antag = CHRM4 antagonism in calcium assay. P08173. CHO-hM4 cells, ACh EC80, Fluo-8 calcium fluorescence. inhibition, % at 3 µM. 360,000 tested, 0.73% active;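 active = inhibition above its plate's cutoff, the mean inhibition of sample wells plus 3 SD, cut at about 27% in these data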;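 note: 0% = acetylcholine EC80 with DMSO and 100% = DMSO without agonist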
Active calls of the source: *.

SMILES	M1 PAM parental	CHRM4 agonist	CHO-K1 Ca ag	CHO-K1 Ca antag	M5 antag	M4 PAM	CHRM5 agonist	M5 PAM	M4 antag
O=C(NC1CC2CCC(C1)N2Cc1ccco1)c1ccccc1 (stereo unspecified)	16	0	-0.2	-14	-4	-4	-5	-3	-4
COc1ccc(/C=N/NC(=O)Cn2nnc3ccccc32)cc1OC	10	2	0.3	-11	0	1	-1	-5	2
CC(Oc1ccccc1)C(=O)Nc1cccc(NC(=O)c2ccco2)c1 (stereo unspecified)	6	4	9.3	-5	9	-10	-1	-2	-12
CCOC(=O)C1CCN(C(c2cc3ccc(C)c(C)c3[nH]c2=O)c2nnnn2C2CCCCC2)CC1 (stereo unspecified)	22	6	2.2	-21	3	7	2	-4	1
O=C(/C(=C/O)N=Nc1ccccc1)c1ccncc1	-2	1	23*	-7	10	3	0	-4	5
COc1cnc(SCC(=O)O)[nH]c1=O	0	0	0.2	9	-12	7	1	2	9
CC(=O)c1sc(NC(=O)CCS(=O)(=O)c2ccc(Cl)cc2)nc1C	6	1	2.2	-1	-3	0	-1	1	-8
CC(C)CCC(CCN1CCCC1)c1ccc2c(c1)OCO2 (stereo unspecified)	26	2	3.4	-16	21	-50	-17	-31	3
CCCN1CCN(C(=O)CCCNC(=O)Cn2cnc3sc(C)c(C)c3c2=O)CC1	-1	0	-0.2	-8	-7	3	-8	-17	-8
CCOC(=O)c1cnc2c(C)cc(Cl)cc2c1NCCCN1CCOCC1	-10	2	-0.3	4	1	-2	-2	2	-10
Cc1[nH]c(=O)[nH]c(=O)c1N(C)C	9	0	-0.2	-3	-7	-5	4	1	0
O=C(CSc1nc2ccc([N+](=O)[O-])cc2s1)c1ccc2ccccc2c1	-9	1	1.3	-11	0	0	0	4	4
CC1CCCN(CC(=O)NC(=O)NC2CCCCC2)C1 (stereo unspecified)	-5	1	0.2	5	5	4	3	-7	6
Cc1cc(N2CCCCC2)nc2ccccc12	-9	1	0.1	-6	14	-15	-18	-20	10
O=C(NNC(=O)c1ccc(Cl)s1)c1csc(N2CCOCC2)n1	-10	0	0.4	14	0	2	4	-3	0
O=C(NCCN1CCOCC1)c1ccc(NS(=O)(=O)c2cccc([N+](=O)[O-])c2)cc1	-1	1	0.7	-2	2	9	1	2	1
Clc1ccccc1Cn1nc(-c2ccccc2)nc1-c1ccccc1	18	-1	0.6	-16	-8	-1	2	1	-8
C/C(=N\NC(=O)COc1ccc(C#N)cc1)c1ccccc1OC(F)F	11	0	0.8	1	2	-2	-4	-3	12
CCCCC1(Br)C(=O)N(c2ccccc2)N(c2ccccc2)C1=O	-23	-1	-0.7	6	10	2	4	-16	-2
Cc1ccc2c(ccn3cc4c(c(=O)n(C)c(=O)n4C)c23)c1	15	0	0.2	-4	-5	9	-1	6	-8

A second format for part of the listing above.
Every second line gives: M1 PAM parental	CHRM4 agonist	CHO-K1 Ca ag	CHO-K1 Ca antag	M5 antag	M4 PAM	CHRM5 agonist	M5 PAM	M4 antag
O=C(CSc1nc2ccc([N+](=O)[O-])cc2s1)c1ccc2ccccc2c1
  -9	1	1.3	-11	0	0	0	4	4
CC1CCCN(CC(=O)NC(=O)NC2CCCCC2)C1 (stereo unspecified)
  -5	1	0.2	5	5	4	3	-7	6

(next part)
SMILES	M1 PAM parental	CHRM4 agonist	CHO-K1 Ca ag	CHO-K1 Ca antag	M5 antag	M4 PAM	CHRM5 agonist	M5 PAM	M4 antag
O=C(NC1c2ccccc2Oc2ccccc21)c1ccc([N+](=O)[O-])cc1	7	-1	-0.6	-2	14	3	-1	0	-11
Cc1ccc(OC2CCN(C(=O)[C@H]3O[C@@H](n4ccc(N)nc4=O)[C@H](O)[C@@H]3O)CC2)cc1	15	0	1.1	1	-4	0	2	1	-5
CCOC(=O)NC(NC(=S)Nc1ccc(OC)cc1)C(Cl)(Cl)Cl (stereo unspecified)	6	5	1.0	3	1	6	-2	-3	0
Cc1cc(C)c(NC(=O)COc2ccccc2C(=O)Nc2ccc3c(c2)oc2ccccc23)c(C)c1	0	1	-0.1	5	4	-1	0	-2	4
COc1ccc(NC2=C3CCCC=C3N(c3ccc(OC)cc3)C2=O)cc1	8	1	0.2	1	-4	4	-2	2	-3
COc1cccc(CCC(=O)Nc2cc3c(cc2C(=O)O)OCCCO3)c1OC	-1	0	1.8	2	4	5	3	-1	-5
S=c1[nH]nc(COc2ccc(Cl)cc2)n1Cc1ccco1	-10	1	-0.6	6	-1	1	-4	-2	-8
Cn1cc(CC(=O)N2CCN(c3ccc(Cl)cc3)CC2)c2ccccc21	13	2	0.6	-2	-3	1	-2	-4	-7
Cc1ccc(S(=O)(=O)Nc2cc(C(=O)Nc3cc(C)cc(C)c3)ccc2Cl)cc1	-3	-2	-0.5	-6	1	-5	-8	-6	-4
CCC(COC)NC(=O)c1ccc(OC)c(OC2CCN(C(C)=O)CC2)c1 (stereo unspecified)	-10	0	-0.2	6	1	-2	-2	3	9
COc1ccc(/C=C(/NC(=O)c2ccc(C)cc2)C(=O)NCc2ccncc2)cc1	27	2	0.3	-17	-9	-1	-2	6	-8
Cc1cc(C(=O)Nc2ccccc2C(=O)O)ccc1NC(=O)COc1cccc(C)c1C	-13	0	0.2	4	4	7	-5	3	-3
CC(C)OC(=O)CSc1nnc(-c2cccnc2)n1Cc1ccccc1	4	1	0.5	7	0	9	2	-1	12
COCCCN1C(=O)C2C(C(=O)Nc3cc(C)cc(C)c3)C3C=CC2(O3)C1C(=O)NC1CCCCC1 (stereo unspecified)	-22	2	-0.6	11	7	-7	-3	-1	-5
Cn1c(N)c(S(=O)(=O)c2ccc(Br)cc2)c2nc3ccccc3nc21	16	8	1.9	-8	-10	18	1	4	-5
c1ccc(CN=C2Nc3ccccc3CS2)nc1	11	1	0.0	8	-2	-1	-2	-2	0
COc1ccc2c(c1)CCCC21NC(=O)N(CC(=O)NCc2cccs2)C1=O (stereo unspecified)	8	0	-0.5	-9	7	3	-1	4	-4
COC(=O)c1ccc(CNC(=O)C(C)N=C2NS(=O)(=O)c3ccccc32)cc1 (stereo unspecified)	-2	1	1.4	4	-3	4	2	-2	-4
Nc1nonc1C(=O)NCCNS(=O)(=O)c1ccc(Br)cc1	23	2	0.5	-19	4	1	1	0	-1
COc1cc2c(cc1OC)C(CSc1ccccc1C(=O)O)=NC(C)(C)C2	24	1	1.1	-11	2	-4	2	3	-7

Some values from above:
COC(=O)c1ccc(CNC(=O)C(C)N=C2NS(=O)(=O)c3ccccc32)cc1 (stereo unspecified) in M5 PAM shows -2
COc1cc2c(cc1OC)C(CSc1ccccc1C(=O)O)=NC(C)(C)C2 in CHO-K1 Ca ag shows 1.1

(cont.)
SMILES	M1 PAM parental	CHRM4 agonist	CHO-K1 Ca ag	CHO-K1 Ca antag	M5 antag	M4 PAM	CHRM5 agonist	M5 PAM	M4 antag
O=C(NC(NNc1ccc([N+](=O)[O-])cc1)(C(F)(F)F)C(F)(F)F)c1ccc(F)cc1	-7	13	13	20	29*	-9	9	-17	9
CC(C)CN(CCC(=O)O)CC(C)C	9	0	0.5	-3	-5	-2	1	0	9
CCOc1ccc(NC(=O)N(Cc2ccc(C)cc2)Cc2ccccn2)cc1	10	1	-0.5	-12	10	1	-5	-1	6
O=C(CSc1nnc(-c2ccc(F)cc2)c2ccccc12)Nc1ccccc1Cl	15	-2	-1.0	-4	6	-8	0	-6	5
CCC(CC)NC(=O)c1ccccc1Oc1ccccc1	8	-2	-0.8	-11	-2	-2	-6	4	1
O=C(c1ccco1)N(Cc1ccccc1)Cc1ccccn1	14	0	0.4	-20	1	1	0	4	1
O=C(CCS(=O)(=O)c1ccccc1)N1CCCc2ccccc21	13	2	1.9	-18	18	-3	-4	-7	2
COc1ccc(OC)c(CN2CCN(C(=O)c3cc4ccccc4cc3O)CC2)c1	-9	8	1.3	-7	9	3	-4	-5	-11
S=C(CN1CCCC1=S)N1CCOCC1	-27	0	0.1	13	13	-2	0	-1	5
CCOCCCNC(=O)CN1CCN(Cc2ccc(Cl)cc2)C1=O	9	1	-0.4	-7	-4	2	-4	6	-3
CCOC(=O)c1cnn(CCOC(=O)Cc2cccs2)c1NC(=O)Cc1cccs1	-2	0	0.2	4	-6	19	-2	6	2
O=C(Cn1ncc2c([nH]c3ccccc32)c1=O)Nc1ccc(CN2CCCCC2)cc1	-12	1	0.5	11	-5	-5	-5	7	8
CCOC(=O)C1CCN(C(=O)CN(C)S(=O)(=O)c2ccc3c(c2)c(=O)n(C)c(=O)n3C)CC1	4	1	0.7	-11	4	-3	-5	1	1
Cc1ccc(OCCCN2C(=O)C(=O)c3cc(C)ccc32)cc1	0	1	0.6	1	8	4	0	2	-1
Cc1cc(NC(=O)CSc2nnc(COc3ccccc3)o2)no1	19	1	0.8	-7	-4	8	-1	-3	-11
CCc1ccc(NC(=O)N(C2CCCCC2)C(C)c2cccnc2)cc1 (stereo unspecified)	-10	1	0.8	-12	4	-1	3	-7	3
Cc1ccc(S(=O)(=O)Nc2cccc(-c3cn4ccsc4n3)c2)cc1	22	8	2.3	-12	-2	8	6	-1	-3
Cc1cc(C)c(C(N)=O)c(NCCc2ccccc2)n1	-4	0	-0.1	2	7	-5	-4	-4	-2
CC1CCN(C(=O)c2[nH]cnc2C(=O)NCc2ccc(CNC(=O)OC(C)(C)C)cc2)CC1	-2	8	2.6	-5	12	-7	2	-5	3
NC(=O)CCC(C(=O)O)N1C(=O)C2C3CCC(C3)C2C1=O (stereo unspecified)	-15	0	-0.2	7	-2	3	0	5	-8
CCC(C(=O)Nc1ccccn1)c1ccccc1 (stereo unspecified)	-11	10	4.1	8	19	-29	2	-18	5
COCCCNC(=O)CCNS(=O)(=O)c1ccc(C)cc1	1	2	0.3	-14	-8	24	-1	7	1
Cn1cc(CNC(=O)C2CCCCC2)cn1	10	1	0.1	-10	9	7	-1	1	1
Cc1cc2ncc(Cl)nc2cc1C	2	1	0.8	0	10	0	-1	-10	-5
CN(CC(=O)Nc1cccc(F)c1)C(=O)c1cc(-c2cccs2)nn1-c1ccccc1	-4	14	5.5	-1	14	-9	0	-29	-8
CC12CCC(=O)N1C(C(=O)N1CCN(c3cccc(Cl)c3)CC1)CS2 (stereo unspecified)	7	16	7.6	-12	5	-6	7	-23	-1
Cc1ccc(N2C(=O)CC(C)(C)CC2=O)cc1Cl	21	1	9.7	-6	4	0	2	7	1
C/C=N/NC(=O)CCNC(=O)c1ccccc1	9	1	0.2	-5	0	-1	-1	-2	8
Cc1ccc(Br)cc1S(=O)(=O)Nc1cccnc1	-15	0	0.2	7	11	-4	-3	7	2
O=C(CSc1nc(=O)n2cc(Cl)ccc2n1)Nc1ccc2c(c1)OCCO2	-9	2	0.2	0	-11	3	1	-1	-6
CCc1nc2ccc(C(=O)NCc3ccccc3OC)cn2c1N(C=O)CCC(C)C	2	2	1.3	-3	4	1	-1	-6	0
N#Cc1cccc(NC(=O)CNC(=O)Cc2ccccc2)c1	3	1	0.2	0	1	1	-1	1	3
COC(=O)c1c(C)cc(C)c2c1CC(C)(C)C2=O	-29	6	0.1	20	9	-2	2	-4	-3
COc1cccc(-c2nc(N3CCCCC3C)c3ccccc3n2)c1O (stereo unspecified)	26	-2	-0.2	-10	-5	-2	-6	2	-7
O=C(NCc1cccc(C(F)(F)F)c1)C1CC(c2ccccc2C(F)(F)F)=NO1 (stereo unspecified)	10	5	0.7	-13	4	5	-2	15	-7
CCc1ccc(OCC2c3cc(OC)c(OC)cc3CCN2C(=S)NCCOC)cc1 (stereo unspecified)	24	3	1.2	2	5	-1	-5	-3	3

Source: PubChem BioAssay
